From PubChem
CASP6 VEID inh: inhibitors of human caspase-6. AID 686996. P55212. 350,000 compounds, 0.53% hits. purified caspase-6, Z-VEID-R110 cleavage fluorescence. inhibition, % at 12.5 µM;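 active = mean inhibition across replicates at least about 35%, with every replicate also reaching that limit, limit read from the data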;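 also: 0% = median of neutral control wells and 100% = no fluorescence left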
Target sequence (P55212 24-179 limits assumed): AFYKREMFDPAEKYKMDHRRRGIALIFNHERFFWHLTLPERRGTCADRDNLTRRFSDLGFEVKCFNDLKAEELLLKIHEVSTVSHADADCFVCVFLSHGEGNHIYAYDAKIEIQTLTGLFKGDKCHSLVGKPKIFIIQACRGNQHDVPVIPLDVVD
Target sequence (P55212 194-293 limits assumed): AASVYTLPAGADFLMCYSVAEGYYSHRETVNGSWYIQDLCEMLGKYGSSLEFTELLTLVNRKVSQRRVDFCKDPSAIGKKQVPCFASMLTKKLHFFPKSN
RAD52 inh: RAD52 (human) annealing inhibition | P43351 | recombinant RAD52 DNA annealing, FRET fluorescence | inhibition, % at 18.7 µM | 360,000 compounds, 0.46% hits;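 active = every replicate showing at least 50% inhibition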
Target sequence (P43351 whole entry, looked up): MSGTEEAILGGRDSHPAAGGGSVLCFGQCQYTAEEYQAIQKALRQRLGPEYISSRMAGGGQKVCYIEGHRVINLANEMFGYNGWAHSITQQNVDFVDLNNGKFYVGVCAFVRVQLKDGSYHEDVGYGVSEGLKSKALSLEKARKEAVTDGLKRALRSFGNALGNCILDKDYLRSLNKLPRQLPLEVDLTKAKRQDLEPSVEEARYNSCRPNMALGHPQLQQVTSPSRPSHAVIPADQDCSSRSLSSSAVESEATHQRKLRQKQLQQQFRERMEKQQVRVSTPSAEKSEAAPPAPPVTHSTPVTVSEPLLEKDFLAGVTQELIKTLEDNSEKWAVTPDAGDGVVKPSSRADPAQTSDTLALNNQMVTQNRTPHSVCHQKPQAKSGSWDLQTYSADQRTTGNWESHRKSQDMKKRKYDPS
ARNT TACC3 PPI: ARNT/TACC3 interaction disruption. inhibition, % at 9.99 µM. AlphaScreen His-ARNT PAS-B/GST-TACC3 binding, luminescence; TACC3 fragment carries E629A point mutation. 390,000 compounds, 0.66% hits. Q9Y6A5;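 active = mean inhibition of replicates at least 50% and at least half of replicates each reaching 50%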;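 also: 0% = complete ARNT plus TACC3 wells and 100% = ARNT alone without TACC3; many hits fall short of the cut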
ERp5 block: inhibitors of human ERp5; Q15084; ERp5 insulin aggregation, absorbance 650 nm, 90 min; inhibition, % at 9.99 µM; 350,000 compounds, 0.05% hits; AID 651711;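 active = mean replicate inhibition above about 25%, with every replicate also reaching it, limit read from the data, passing the limit was not always enough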
RAD54 branch: inhibitors of human RAD54 branch migration; RAD54 Holliday junction branch migration, FAM/BHQ fluorescence; Q92698; 360,000 compounds, 0.14% hits; AID 602329; inhibition, % at 10.4 µM;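 active = mean normalized replicate activity at least 40 and at least half of replicates scoring 40 or more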;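 also: 0% = median of neutral control wells and 100% = median of positive control wells; inhibitors cause a drop in the FAM fluorescence signal; in these data hits start at about 50%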
PglD DTNB: blocks C. jejuni PglD acetyltransferase activity; 360,000 compounds, 0.098% hits; purified PglD enzyme, DTNB colorimetric CoA detection; inhibition, % at 12.5 µM; AID 602405; in the data active = inhibition above about 16%, passing the limit was not always enough; also: strong numbers were not always called active
esBAF inh: SWI/SNF esBAF complex inhibition; reporter increase, % at 12.5 µM; 350,000 compounds, 2% hits; mouse ES cells, Bmi1-luciferase knock-in reporter, 24 h; 100% = twice the neutral-well signal; in the data active = activation above about 40%;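 also: 0% = median of the plate's neutral control wells and 100% = double that signal; a rise in the Bmi1 reporter signal indicates esBAF inhibition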
E-selectin induc: E-selectin induction on HUVECs. P16581. 260,000 compounds, 0.37% hits. activation, % at 7.58 µM. HUVEC E-selectin immunofluorescence imaging; normalized: neutral wells 0, TNF-alpha wells 100;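 active = mean E-selectin-positive cell signal at least 10% of the positive control, reached in at least 60% of replicates, without over 20% cell loss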;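 also: in these data hits start at about 27%; measured in HUVEC primary endothelial cells; signal is the percent of cells scored E-selectin positive by PE staining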
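Test system – human umbilical vein endothelial cells (HUVEC), E-selectin induction · Input – 3,000 HUVEC seeded per well · Buffer or medium – EGM-2, gelatin · Compound dosing – single-point compound dose · Detection – immunofluorescence imaging · Measure – percent E-selectin-positive cells · Controls – TNF-alpha high, DMSO low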
An asterisk follows results filed as active; nt = not tested or not shown.

Sequence of screens: PglD DTNB	esBAF inh	RAD54 branch	ARNT TACC3 PPI	RAD52 inh	E-selectin induc	ERp5 block	CASP6 VEID inh
1	COc1ccc(NC(=O)Nc2cccc3c2O[C@H](CN(C)C(=O)NC2CCCCC2)[C@H](C)CN([C@H](C)CO)C3=O)cc1
  3	6	-2	2	4	32*	-4	3
2	Cc1ccc(CNC(=O)c2ccc(S(=O)(=O)N3CCCCCC3)cc2)cc1
  2	-7	-3	nt	-4	-0.2	2	-6
3	NC1=NC[C@@H](CC2CCCCC2)N1CCc1cc(C(F)(F)F)cc(C(F)(F)F)c1
  1	-86	30	6	nt	nt	nt	nt
4	COc1ccc(S(=O)(=O)Nc2cccc3c2O[C@@H](CN(C)S(C)(=O)=O)[C@@H](C)CN([C@@H](C)CO)C3=O)cc1
  3	-6	4	-6	11	-3.3	5	-2
5	Cc1noc(C)c1NC(=O)Nc1ccc2c(c1)C(=O)N([C@H](C)CO)C[C@H](C)[C@@H](CN(C)C(=O)Nc1ccc(F)cc1)OCCCC[C@@H](C)O2
  -2	0	5	3	6	0.0	-2	-3
6	COCCN(CCOC)S(=O)(=O)c1ccc(C(=O)Nc2ccncc2)cc1
  5	-1	-1	-4	-4	0.1	4	-1
7	Cc1ccc(-c2csc3ncn(C(C)C(=O)O)c(=O)c23)cc1 (centres undefined)
  0	1	1	3	-16	nt	6	1
8	CC(C)Cn1c(N)c(C(=O)COC(=O)[C@H](C)NC(=O)c2ccccc2Cl)c(=O)n(C)c1=O
  17	0	-3	1	0	-0.2	-3	1
9	CSc1ccc(/C=C2\C(=N)N3N=C(CC(=O)N4CCCCC4)SC3=NC2=O)cc1
  0	-1	-11	-7	-55	nt	1	-2
10	COC(CNC(=O)c1ccc(Cn2c(=S)[nH]c3cc4c(cc3c2=O)OCO4)cc1)OC
  3	7	9	-7	nt	nt	nt	nt
11	CNCCC1Sc2ccccc2Oc2ccccc21 (centres undefined)
  5	-5	4	nt	3	0.6	7	-6
12	CCNC(=O)[C@H]1[C@H](CO)[C@H]2Cn3c(ccc(-c4ccc(F)cc4)c3=O)[C@@H]1N2C(C)=O
  -1	-3	10	2	-8	-0.3	-14	4
13	COCCN(Cc1cc2cc(C)ccc2n2nnnc12)C(=S)Nc1cccc(C)c1
  nt	nt	nt	-2	-15	1.5	3	nt
14	COc1ccc(NC(=O)CSc2nnc3n2CCCCC3)cc1
  nt	nt	nt	1	-13	-0.8	2	0
15	COc1ccc(NC(=O)COC(=O)CCCC2=NS(=O)(=O)c3ccccc3N2)cc1
  6	-3	3	-5	-7	nt	0	2

Next section; it opens with the 3 that closed the last part.
Sequence of screens: PglD DTNB	esBAF inh	RAD54 branch	ARNT TACC3 PPI	RAD52 inh	E-selectin induc	ERp5 block	CASP6 VEID inh
13	COCCN(Cc1cc2cc(C)ccc2n2nnnc12)C(=S)Nc1cccc(C)c1
  nt	nt	nt	-2	-15	1.5	3	nt
14	COc1ccc(NC(=O)CSc2nnc3n2CCCCC3)cc1
  nt	nt	nt	1	-13	-0.8	2	0
15	COc1ccc(NC(=O)COC(=O)CCCC2=NS(=O)(=O)c3ccccc3N2)cc1
  6	-3	3	-5	-7	nt	0	2
16	C[C@H](CO)N1C[C@H](C)[C@H](CN(C)S(=O)(=O)c2ccc(F)cc2)Oc2ncc(-c3ccncc3)cc2C1=O
  2	-2	-21	4	6	0.8	4	1
17	N#Cc1cccc(NC(=O)C2SC(=Nc3ccccc3)C(C(=O)N3CCOCC3)=C2N)c1 (centres undefined)
  nt	-2	nt	5	-7	nt	-4	5
18	Nc1c(C(=O)CSc2nccn2-c2cccc(F)c2)c(=O)[nH]c(=O)n1C1CC1
  4	-2	2	-4	-14	nt	4	-1
19	C[C@@H]1CN([C@H](C)CO)C(=O)c2cccc(NS(=O)(=O)c3ccccc3)c2O[C@H]1CN(C)C(=O)NC1CCCCC1
  4	-3	9	-2	6	-0.6	2	3
20	CN(C)C(=O)C[C@H]1CC[C@H]2[C@@H](COc3ccc(NC(=O)Nc4cccc(Cl)c4)cc3C(=O)N2C)O1
  -1	-2	11	-5	-3	0.1	-1	0
21	CCC1CCc2c(sc(N)c2C(N)=O)C1 (centres undefined)
  3	-14	0	3	-21	nt	-7	1
22	COc1ccc(OCCSc2nc3ccccc3n2CC(=O)O)cc1
  3	-10	11	32	nt	nt	nt	nt
23	Cc1ccc(S(=O)(=O)N(C)C[C@H]2Oc3cc(C#Cc4ccccc4)ccc3S(=O)(=O)N([C@@H](C)CO)C[C@@H]2C)cc1
  1	-2	0	18	-9	0.4	-8	0
24	O=C(NNS(=O)(=O)c1ccccc1F)c1cccc(S(=O)(=O)N2CCOCC2)c1
  -2	-1	6	-4	nt	1.3	nt	nt
25	Cn1cnc([N+](=O)[O-])c1Sc1nc(N)nc2c1ncn2C1OC(CO)C(O)C1O (centres undefined)
  nt	nt	nt	-1	-7	-0.2	1	2
26	CN(C[C@H]1N[C@@H](CO)[C@@H]1c1ccc(C2=CCCC2)cc1)C(=O)c1ccncc1
  1	-7	3	4	nt	-0.2	nt	nt
27	CC(C)c1ccc(NC(=O)c2cccnc2)cc1
  4	85*	-4	-24	nt	nt	nt	nt
28	CCCc1cn(CC[C@H]2CC[C@H](NC(=O)Nc3ccccc3F)[C@H](CO)O2)nn1
  -2	0	0	-13	4	0.2	0	-1
29	Cc1ccc(-n2c(SCc3nnc4n3CCC4)nnc2-c2ccccc2)cc1
  -2	19	-5	-3	nt	nt	nt	nt
30	CC(C)n1c(N2CCCC2)nc2c1c(=O)[nH]c(=O)n2C
  -3	-5	-1	-1	1	0.2	-5	0
31	CN(C)C(=O)c1cccc(-c2ccccc2[C@H]2[C@@H](C#N)N(C(=O)C3CCCC3)[C@@H]2CO)c1
  nt	nt	nt	nt	0	0.2	-4	-4
32	Cc1cc(N2CCOCC2)ccc1/C=C1\SC(=O)N(C(C)C)C1=O
  1	2	-4	26	nt	nt	nt	nt
33	Cc1cc(Nc2ccccc2)n(CCOC(=O)COc2ccccc2)n1
  -1	-3	8	-17	nt	nt	nt	nt
34	Clc1ccccc1OCCCOc1cccc2cccnc12
  0	55*	-10	-3	-13	0.1	1	-4
35	O=C(O)CN(c1ccc(F)cc1)S(=O)(=O)c1ccc2c(c1)OCCO2
  -1	-5	11	-12	5	nt	1	1
36	CN(C)CC(=O)Nc1ccc2c(c1)[C@H]1C[C@H](CC(=O)NCc3ccncc3)O[C@@H](CO)[C@H]1O2
  8	-2	-2	-9	-11	0.5	-1	-6
37	O=C1NC(c2cccc(C(F)(F)F)c2)c2c(-c3ccccc3)n[nH]c21 (centres undefined)
  nt	nt	nt	nt	-5	-0.2	-4	2
38	Cc1ccc(NC(Cc2cc(C)no2)c2ccccc2)cc1 (centres undefined)
  -6	-6	7	27	nt	-0.2	nt	nt
39	O=C(NCC[C@@H]1CC[C@@H](NS(=O)(=O)c2ccc(Cl)cc2)[C@@H](CO)O1)Nc1ccc(F)cc1
  nt	nt	nt	nt	8	-0.6	0	0
40	N#Cc1c(-c2ccco2)cc(C2CC2)nc1N
  -3	-9	-1	-11	nt	nt	nt	nt
41	COCCCNC(=O)c1ccc(N2CCOCC2)c(NS(=O)(=O)c2ccc(OC)cc2)c1
  0	-2	-2	-6	nt	nt	nt	nt
42	COc1ccc(C(=O)NCc2cnn(C)c2C)cc1OC1CCN(C(C)C)CC1
  -4	-1	-5	-1	-5	-0.1	14	-12
43	Nc1nc(SCc2ccc(Br)cc2)c2ncn(C3OC(CO)C(O)C3O)c2n1 (centres undefined)
  -1	0	-7	2	-13	0.1	-7	-5
44	CCCOc1ccc(S(=O)(=O)NNC(=O)c2cc3ccccc3o2)cc1
  -3	-5	-1	nt	-8	nt	6	2
45	COC(=O)C1=C(CS(=O)(=O)c2ccc(C)cc2)NC(=O)NC1c1ccc(OC)c(OC)c1 (centres undefined)
  3	-5	-14	-7	-14	nt	4	-3
46	COc1ccc(CNC(=S)NCc2ccc(OC(C)C)cc2)cc1
  nt	nt	1	-1	0	nt	0	1
47	O=S1(=O)CC(N2CC=CC2)CN1Cc1cn(Cc2ccccc2)nn1 (centres undefined)
  nt	nt	nt	nt	-21	0.0	5	-3
48	CC1=CC(C2CC(=O)N(c3ccccc3C)C2=O)CC2C(=O)N(c3ccccc3C)C(=O)C12 (centres undefined)
  nt	nt	nt	-1	-9	-1.4	-1	1
49	COc1ccc(S(=O)(=O)N2CCC(C(=O)Nc3ccccc3N3CCCC3)CC2)cc1OC
  -5	-1	-14	-4	-27	nt	5	1
50	CC(C)(C)c1ccc(CC(=O)N2CCC2(C)C(=O)NS(=O)(=O)c2ccc(C#N)cc2)cc1 (centres undefined)
  6	0	3	nt	-24	-0.4	-5	2
51	O=C1NC(=O)C2(CCCC2)N1
  nt	nt	nt	-2	-17	1.1	3	3
52	Cc1cccc(C(=O)NN2C(=O)C3C(c4ccccc4)C=CC(c4ccccc4)C3C2=O)c1 (centres undefined)
  -21	-10	0	-3	nt	nt	nt	nt
53	CC(C)CC(=O)NC(c1ccccc1)c1c(O)ccc2ccccc12 (centres undefined)
  -3	-7	-1	0	-3	-0.1	-1	-2
54	CC(OC(=O)c1ccccc1CCc1ccccc1)C(N)=O (centres undefined)
  -3	-7	-12	-5	-3	0.8	3	1
55	Cc1ccc(-c2cnc3c(c2)C(=O)N([C@H](C)CO)C[C@@H](C)[C@@H](CN(C)C(=O)CN(C)C)O3)cc1
  -2	-1	7	-7	2	-0.2	-3	-1
56	O=S1(=O)CCOC[C@H](Cc2ccccc2)N1Cc1ccccc1F
  -3	11	-9	-8	-4	-0.1	3	2
57	O=C(CSc1nc2nn(-c3ccccc3)c(=O)c-2c2n1CCCCC2)Nc1ccccc1[N+](=O)[O-]
  4	9	4	nt	4	nt	2	2
58	CCNC(=S)N(CCCN(C)C)Cc1cc2cc3c(cc2[nH]c1=O)OCCO3
  -5	0	0	-32	-3	nt	-1	-7
59	COc1ccc(CC(=O)N2CC(C)CC(C)C2)cc1 (centres undefined)
  1	0	-4	5	-24	nt	0	-1
60	COc1ccc(/C=C2\SC(=S)N(CCC(=O)Nc3ccc(C(=O)O)cc3)C2=O)cc1
  -7	-16	-3	0	-10	nt	1	2
61	C[C@H]1CN([C@@H](C)CO)C(=O)c2cc(NS(=O)(=O)c3ccccc3)ccc2O[C@@H]1CN(C)Cc1ccc(Oc2ccccc2)cc1
  1	4	-1	9	10	0.4	0	2
62	C[C@@H]1CN([C@@H](C)CO)C(=O)c2cc(NC(=O)Nc3cccc4ccccc34)ccc2O[C@@H](C)CCCCO[C@@H]1CN(C)C(=O)CCCN(C)C
  1	-8	-1	-5	12	1.5	-6	3
